ABHD5-PLIN5 inh: blocks binding of human ABHD5 to perilipin-5. Split G. princeps luciferase complementation, luminescence, 4 h. Q00G26+Q8WTS1. 360,000 compounds, 0.78% hits. inhibition, % at 4 µM. AID 602281;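 active means inhibition above the mean inhibition across every tested compound plus 3 SD, cut at about 22% in these data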;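 further: 0% = DMSO only wells and the 100% control is not disclosed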
MC4R antagonist: blocks human MC4R cAMP signaling | P32245 | MC4R-expressing cells, MTII-stimulated cAMP, LANCE TR-FRET | inhibition, % at 6.5 µM | 360,000 compounds, 0.48% hits | AID 540295;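 active means inhibition above its plate's cutoff, the mean of tested wells on that plate plus 3 SD, cut at about 29% in these data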;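 further: 0% = Melanotan II alone and 100% = Melanotan II plus saturating MCL0020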
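System: U2OS cells stably expressing human melanocortin 4 receptor (MC4R). Reagent: Melanotan II challenge after compound preincubation. Doses: 6.5 µM. Times: 30-min compound, 1-h challenge, 1-h detection, room temperature. Measured by: TR-FRET with Eu-cAMP and labeled anti-cAMP, 671 nm. Replicates: singlicate.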
ABCB6 inh 2: blocks the human ABCB6 transporter; Q9NP58; fluorescence ratio to DMSO, % at 10 µM; K562-ABCB6 porphyrin accumulation, flow cytometry, 1 h; active compounds read low; 360,000 compounds, 0.19% hits; AID 602162;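 active means fluorescence ratio to DMSO below 75%, the collection mean minus 3 SD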;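 further: signal is porphyrin accumulated inside mitochondria; 100% equals median channel fluorescence of DMSO control wells; lower ratio means ABCB6 inhibition with less porphyrin fluorescence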
Cardio protect: modulators protecting cardiomyocytes from myocardial damage; H9c2 cardiomyocytes, H2O2 injury protection, ATPLite, 2 h; protection from H2O2 cell death, % at 20 µM; 360,000 compounds, 0.63% hits;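 active means compounds giving at least 50% protection of heart cells from peroxide-induced death in the single-dose screen, raw or plate-pattern-corrected value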;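 further: 0% = DMSO wells with peroxide and 100% = DMSO wells without peroxide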
TLR9-MyD88 inh: inhibitors of human TLR9-MyD88 binding; Q9NR96+Q99836; CHO BLA complementation TLR9-MyD88, CCF4 FRET ratio; inhibition, % at 4.98 µM; 340,000 compounds, 0.21% hits; AID 504734;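 active means inhibition above the mean over all tested compounds plus 3 SD, cut at about 21% in these data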;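 further: 0% = DMSO only wells and 100% = clavulanate BLA inhibitor control wells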
MC4R barr agon: agonists of human melanocortin 4 receptor (MC4R) beta-arrestin | P32245 | U2OS MC4R beta-arrestin complementation, luminescence; percent of melanotan II response, DMSO zero | activation, % at 8.9 µM | 360,000 compounds, 0.98% hits | AID 540308;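 active means activation above a per-plate cutoff, the mean activation of sample wells on that plate plus 3 SD, cut at about 8% in these data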
NOD2 RIPK2 PPI: inhibitors of human NOD2-RIPK2 interaction; O43353; CHO BLA complementation NOD2-RIPK2, CCF4 ratio; inhibition, % at 4.98 µM; 360,000 compounds, 0.38% hits; in the data active means inhibition above about 21%;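 further: 0% = vehicle only and 100% = reference blocker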
Target sequence (O43353 whole entry, looked up): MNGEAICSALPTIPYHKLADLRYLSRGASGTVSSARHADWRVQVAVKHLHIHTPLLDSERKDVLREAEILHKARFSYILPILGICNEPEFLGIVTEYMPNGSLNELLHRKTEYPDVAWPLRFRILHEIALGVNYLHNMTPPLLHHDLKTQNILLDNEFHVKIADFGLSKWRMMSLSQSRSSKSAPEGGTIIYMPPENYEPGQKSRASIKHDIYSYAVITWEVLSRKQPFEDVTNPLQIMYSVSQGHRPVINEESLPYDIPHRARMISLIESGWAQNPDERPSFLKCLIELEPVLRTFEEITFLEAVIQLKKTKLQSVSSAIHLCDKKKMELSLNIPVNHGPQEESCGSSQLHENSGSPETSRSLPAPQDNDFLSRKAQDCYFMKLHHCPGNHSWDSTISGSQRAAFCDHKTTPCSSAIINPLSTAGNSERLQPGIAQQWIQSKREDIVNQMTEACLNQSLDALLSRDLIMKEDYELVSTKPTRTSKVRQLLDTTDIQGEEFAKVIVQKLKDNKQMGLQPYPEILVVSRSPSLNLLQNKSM
NCOA2 inhibitor: inhibits human steroid receptor coactivator 2; AID 651957; inhibition, % at 9 µM; Q15596; HEK293 GAL4-SRC2 luciferase reporter, luminescence; 370,000 compounds, 0.17% hits;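 active means inhibition above the mean inhibition of all tested compounds plus 3 SD, set per campaign, cut at about 52% in these data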;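 further: 0% = DMSO treated cells and 100% = cells given Gossypol at 36 µM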
N-glyco inh: N-linked glycosylation inhibition; D54 ERlucT glycosylation luciferase reporter, 24 h; percent of 100 nM tunicamycin response; reporter increase, % at 12.5 µM; 360,000 compounds, 0.23% hits;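 active means mean luciferase reporter signal, scaled so untreated is 0 and the glycosylation-blocking control 100, at or above a set limit in every replicate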;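 further: luciferase carries N-glycosylation sites so blocking glycosylation raises the light; 0% = median of neutral control wells and 100% = median of 100 nM tunicamycin wells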
HTR2A ag: mouse HTR2A agonism via beta-arrestin recruitment; 360,000 compounds, 0.66% hits; P35363; activation, % at 7.6 µM; AID 624169; CHO-K1 mHTR2A beta-arrestin complementation, luminescence; percent of 30 µM serotonin response;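 active means activation above a run cutoff, the mean activation of all tested compounds plus 3 SD, cut at about 14% in these data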;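 further: 0% = plate median of compound wells and 100% = 30 µM serotonin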
Target sequence (P35363 whole entry, looked up): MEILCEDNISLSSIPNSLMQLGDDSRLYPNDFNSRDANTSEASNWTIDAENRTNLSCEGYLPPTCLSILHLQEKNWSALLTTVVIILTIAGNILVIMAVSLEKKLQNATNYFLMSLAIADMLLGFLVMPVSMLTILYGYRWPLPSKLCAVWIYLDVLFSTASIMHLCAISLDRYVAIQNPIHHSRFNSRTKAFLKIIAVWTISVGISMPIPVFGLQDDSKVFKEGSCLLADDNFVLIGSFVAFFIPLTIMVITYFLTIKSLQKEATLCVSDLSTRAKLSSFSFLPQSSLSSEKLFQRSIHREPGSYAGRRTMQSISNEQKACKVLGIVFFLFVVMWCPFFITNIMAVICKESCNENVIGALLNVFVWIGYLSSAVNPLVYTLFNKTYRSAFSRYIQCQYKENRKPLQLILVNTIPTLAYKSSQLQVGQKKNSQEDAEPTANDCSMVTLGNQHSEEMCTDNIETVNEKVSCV
* hit, by the source's call; . = not tested or not shown.

SMILES	ABHD5-PLIN5 inh	MC4R antagonist	ABCB6 inh 2	Cardio protect	TLR9-MyD88 inh	MC4R barr agon	NOD2 RIPK2 PPI	NCOA2 inhibitor	N-glyco inh	HTR2A ag
C[C@H](O)[C@@H]1C(=O)N2CCc3c([nH]c4ccccc34)[C@@H]2C[C@@H]1N(C)Cc1ccc(Cl)cc1	-4	6	103	-12	-7	1.4	-6	-30	1	-5
CCOc1ccc(C(=O)Nc2ccc(N3CCN(C)CC3)cc2)cc1[N+](=O)[O-]	-2	-5	104	2	-2	-3.0	4	0	-1	-7
COc1ccc(Oc2nc(-c3ccccc3)ncc2S(=O)(=O)c2ccccc2)cc1	-4	5	99	-24	-3	-0.4	-2	8	0	7
CCOC(=O)c1ccc(NC(=O)c2ccc(NC(=O)C3CCCO3)cc2)cc1 (centres undefined)	-4	1	95	14	-11	0.3	0	-6	-2	-3
CN1CCN(c2ccc(C(F)(F)F)cc2NC(=O)Nc2ccccc2)CC1	11	6	96	8	4	3.1	-4	0	-3	-2
O=c1[nH]cccc1-c1nc2cc(Cl)ccc2n1Cc1ccccc1	1	3	97	6	-10	-1.1	-3	2	2	-1
CCOC(=O)c1nn(-c2ccccc2F)c2nc(Nc3ccccc3)cc(=O)n12	0	-22	104	-6	-10	10*	-1	-21	0	-4
Cc1ccc(S(=O)(=O)c2nc(/C=C/c3ccccc3)oc2N2CCC(C(N)=O)CC2)cc1	12	7	99	2	5	-1.6	-5	-20	-4	2
COc1cc(OC)c(S(=O)(=O)NC(C)C)cc1C(=O)O	-2	12	99	2	-4	4.1	-5	3	-1	1
CC[N+](C)(C)CC/C=C1/c2ccccc2Sc2ccc(Cl)cc21	-2	2	100	-2	.	-0.4	-10	-4	0	-5
N#Cc1c(C(F)(F)F)cc(-c2ccc(Cl)cc2)nc1SCC(=O)O	-4	7	99	0	-1	-2.8	-7	-13	2	9
Cc1noc(C)c1COc1ccccc1C(=O)N(C)Cc1ccco1	8	5	98	3	-5	-1.2	-5	-6	1	-2
CCOC(=O)CNC(=O)CSc1ncnc2c1cnn2-c1ccc(C)cc1	-7	3	100	-10	-7	0.6	-3	-40	-2	3
Cc1nc(N)sc1-c1csc(Nc2ccc(Cl)cn2)n1	-21	13	111	5	3	-3.8	-2	-19	2	-3
CCOC(=O)CC(=O)CSc1nccc(-c2cccnc2)n1	-4	4	99	-2	-1	-0.3	-4	-12	-4	0
O=C(COC(=O)c1ccc(O)cc1)NC1CCCCCCC1	-5	5	96	-7	14	0.6	-8	-6	-1	-5
COc1cc(/C=N/NC(=O)c2ccoc2C)cc(OC)c1O	2	-12	99	.	-1	-2.7	-7	-52	0	3
Cc1ccc(NCc2ccccc2)cc1	-6	19	100	-2	-3	3.1	1	-7	0	2
COCCN1C(=O)N[C@@H](CCc2ccccc2)[C@@H](C(=O)OC)[C@H]1C	1	6	102	8	8	2.6	-2	-1	3	-3
COc1ccccc1NC(=O)CSC1=NC(=O)C(NC(C)=O)C(=O)N1 (centres undefined)	-2	7	105	7	-10	-1.2	2	-8	0	-1
COC(=O)c1ccc(Cl)c(NC(=O)CN2CCC(C)CC2)c1	-2	9	100	0	-6	4.7	9	-16	0	10
COc1ccc(C(=O)NCc2cn3c(C)csc3n2)cc1OC	-4	-2	89	18	-11	-0.4	-6	-14	0	-1
Cc1onc(-c2ccccc2)c1C(=O)NCC(=O)Nc1cc(Cl)ccc1Cl	-3	4	96	15	-1	-0.5	4	1	1	0
COc1cccc(NC(=O)C2CCC(CNS(=O)(=O)c3cccc4cccnc34)CC2)c1 (centres undefined)	-1	4	96	5	8	-1.5	-3	-26	-3	-4
CCN(CC)S(=O)(=O)c1ccc(NN=C2CCN(C)CC2)c([N+](=O)[O-])c1	1	-2	101	0	5	0.6	-2	28	7	-4

(list continues)
SMILES	ABHD5-PLIN5 inh	MC4R antagonist	ABCB6 inh 2	Cardio protect	TLR9-MyD88 inh	MC4R barr agon	NOD2 RIPK2 PPI	NCOA2 inhibitor	N-glyco inh	HTR2A ag
COC(=O)c1ccc(NN=Nc2ccc(C)cc2)cc1	7	8	97	-2	-3	-0.2	-2	-52	-1	2
C[C@@H]1CN([C@@H](C)CO)C(=O)c2cc(NS(C)(=O)=O)ccc2O[C@@H]1CN(C)Cc1ccc(C(F)(F)F)cc1	3	4	100	5	0	-1.4	-8	-15	3	1
CCn1nccc1C(=O)Nc1ccc(Cl)cc1Cl	2	-4	95	3	0	1.5	-7	-9	3	-1
COc1ccc(-c2cn[nH]c2-c2ccc(OCc3ccc(F)cc3)cc2O)cc1OC	-5	9	89	-8	5	2.6	-15	2	-4	-2
O=[N+]([O-])c1ccc(N/N=C/c2ccc(O)c(O)c2O)c(S(=O)(=O)N2CCOCC2)c1	-13	-21	100	22	3	-5.3	5	-21	1	-1
Cc1ccc2cc(-c3noc(C4CCCO4)n3)c(=O)[nH]c2c1 (centres undefined)	7	-3	99	-2	7	0.1	3	-16	0	2
CC1CCCN(C(=O)C2CCN(C(=O)Nc3ccccc3)CC2)C1 (centres undefined)	-3	-4	97	1	-7	0.3	-6	-3	0	7
O=S(=O)(Nc1ccc(S(=O)(=O)N2CCCC2)cc1)c1ccc(F)cc1F	1	2	106	5	-8	0.5	2	-22	2	4
CCOC(=O)CC1(CCc2ccccc2)Oc2ccccc2N1S(=O)(=O)c1ccc(C)cc1 (centres undefined)	-4	.	.	.	.	.	-16	-4	.	2
COc1cccc(N2CCN(C(=O)CN(C)S(=O)(=O)c3ccc4c(c3)CCC(=O)N4)CC2)c1	-6	2	96	24	-7	-0.6	1	4	-1	3
CC(C)/C=C(/C(=O)c1ccc(Cl)cc1Cl)n1cncn1	3	8	98	1	-6	-1.4	0	-13	10	0
CCOc1ccc(NC(=S)N(CCN2CCOCC2)Cc2ccc3c(c2)CCCN3CC)cc1	1	25	98	-4	-9	1.7	2	-7	-4	2
CC(C)C[C@H](NC(=O)c1[nH]cnc1C(=O)Nc1ccc(CNC(=O)OC(C)(C)C)cc1)C(=O)OC(C)(C)C	-7	16	93	20	6	-1.5	0	23	-3	0
COc1ccc(C(=O)N2CCCCC2c2cc(C(=O)NCc3ccc(F)cc3)no2)cc1 (centres undefined)	6	-3	98	-12	.	0.4	-13	-12	-1	2
Cc1c(-c2ccccc2)nc(-c2ccccc2)[nH]c1=O	2	21	108	-5	-8	2.9	-19	-3	-1	-3
COc1ccccc1C(=O)COC(=O)COc1ccc(C#N)cc1	5	25	95	6	5	-0.2	-12	2	2	-4
CC1Sc2ccc(S(=O)(=O)N3CCC(C(=O)NCC(C)c4ccccc4)CC3)cc2NC1=O (centres undefined)	-11	3	102	-6	-11	-2.2	3	15	-5	-1
CS(=O)(=O)c1ccc(Cl)c(NC(=O)CCCSc2ccccc2)c1	-9	12	94	6	-4	-1.9	-2	1	-4	-6
O=C(CN1CCN(Cc2ccc(Cl)cc2)CC1)N/N=C/c1c[nH]c2ccccc12	11	5	95	-5	5	-0.2	5	14	1	-3
Cc1ccc(S(=O)(=O)N[C@H](C(=O)OCC(=O)NC(=O)C2CCCCC2)C(C)C)cc1	-9	10	96	5	6	7.1	5	-29	3	1
COc1ccc(CCNC(=O)CC2Nc3cc(C)c(C)cc3NC2=O)cc1OC (centres undefined)	0	7	100	9	5	-2.4	-11	4	4	-6
C/C(=N/NC(=O)CN1CCN(S(=O)(=O)c2ccc(Br)cc2)CC1)c1ccco1	2	16	86	-2	10	-0.6	1	14	2	-3
O=C(O)CCCN1C(=O)/C(=C/C=C/c2ccco2)SC1=S	17	3	103	-6	4	-2.3	8	17	2	-3
CN(CC(=O)Nc1ccccc1Cl)C(=O)COC(=O)/C=C/c1cccc(C(F)(F)F)c1	0	6	99	-12	7	0.9	7	18	2	9
NC(=O)c1ccsc1NC(=O)COC(=O)c1ccccc1F	1	4	98	-10	-10	-0.4	1	-10	1	6

Next entries follow:
SMILES	ABHD5-PLIN5 inh	MC4R antagonist	ABCB6 inh 2	Cardio protect	TLR9-MyD88 inh	MC4R barr agon	NOD2 RIPK2 PPI	NCOA2 inhibitor	N-glyco inh	HTR2A ag
CCOC(=O)c1nn(-c2ccc(F)cc2)c(C)c1C(C)=O	3	2	93	10	0	1.6	-4	-23	2	-3
Cc1nnc(SCC(=O)Nc2cccc(N)c2)n1-c1ccccc1	-9	-1	97	1	6	1.3	-7	4	0	10
COc1ccc(-c2csc(N(CC(C)C)C(=O)c3ccco3)n2)cc1	0	1	100	-3	-4	0.7	-10	-4	-3	-3
COc1ccc(C(CC(=O)N2CCOCC2)c2c(OC)cc(OC)c3ccc(=O)oc23)cc1 (centres undefined)	-1	-5	94	16	-3	-0.8	-12	17	-1	3
COc1ccc(Cl)cc1N(CC(=O)NCC(C)C)S(=O)(=O)c1ccc(C)c([N+](=O)[O-])c1	-2	10	99	-4	-11	3.1	6	-7	-2	11
CCOc1ccc(NC(=O)N(O)C2(C#N)CCCCC2)cc1	-1	4	90	-5	-10	0.4	-2	5	1	5
COc1ccc(N2CCN(C(=O)Cc3ccc(Br)cc3)CC2)cc1	4	6	96	-3	-2	-0.5	5	-9	-1	-1
COc1ccc(CC(=O)NC2=NCCS2)cc1	-4	3	94	11	4	-1.2	0	-3	1	3
CSc1nc2ccccc2n1CC(=O)Nc1ccccc1	-2	4	95	-4	11	-0.9	2	10	6	-6
CCN(CC)S(=O)(=O)c1ccc(N2CCOCC2)c(NC(=O)c2cccc3ccccc23)c1	2	6	99	3	0	-2.0	-17	10	-1	3
Cc1ccc(CNC(=O)CCS(=O)(=O)c2cc3c(cc2Cl)NC(=O)CO3)o1	6	20	103	-10	-5	0.9	-9	-7	25	4
CCOc1cc(C(=O)Nc2ccc(S(=O)(=O)NC3=NCCCCC3)cc2)cc(OCC)c1OCC	-1	0	101	-1	4	0.1	1	-2	4	-3
COc1ccc(/C=C/C(=O)Nc2cccnc2Cl)cc1	1	2	92	-9	2	-1.0	-5	-30	-2	1
COc1ccc(OC)c(NC(=O)c2ccc(S(=O)(=O)N3CCN(C)CC3)cc2)c1	2	2	91	4	0	-2.0	3	8	1	-1
COc1cc(C(=O)OCCCN2CCOCC2)cc(OC)c1OC	2	6	97	0	2	-2.0	0	-13	0	-4
CC(C)(C)c1ccc(S(=O)(=O)N2CCN(CC(=O)N3CC(=O)Nc4ccccc43)CC2)cc1	-2	0	94	-5	-12	-1.5	2	-11	-3	-5
CCn1ncc(C(=O)Nc2ccc(F)cc2)c1C	-6	0	102	-1	0	-2.0	-5	-65	0	-3
COc1ccc2cc(S(=O)(=O)c3ccccc3)c(=O)oc2c1	-4	-1	94	24	2	-0.3	-2	-12	-5	4
N=c1n(N)c2ccccc2n1CC(=O)c1ccc(Br)cc1	-7	3	98	-12	14	0.0	1	-69	-9	-9
Cc1cc(Cl)ccc1-c1nc(NC(C)C)nc2ccsc12	-6	5	98	-12	.	-0.8	-6	-9	2	-4

An excerpt; the hit share may differ from the screen's.
